GPR7 antag: GPR7 receptor antagonists, primary screen, cell-based, fluorescence, single concentration. AID 1861, 2009. inhibition, % at 4.4 µM. GPR7-expressing cells, fluorescence antagonist assay. 290,000 compounds, 1.1% hits; in the data active means inhibition above about 16%, passing the limit was not always enough;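 further: cells stimulated with the agonist NPW; 0% = agonist with vehicle and 100% = vehicle without agonist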
Target sequence (P48145 whole entry, looked up): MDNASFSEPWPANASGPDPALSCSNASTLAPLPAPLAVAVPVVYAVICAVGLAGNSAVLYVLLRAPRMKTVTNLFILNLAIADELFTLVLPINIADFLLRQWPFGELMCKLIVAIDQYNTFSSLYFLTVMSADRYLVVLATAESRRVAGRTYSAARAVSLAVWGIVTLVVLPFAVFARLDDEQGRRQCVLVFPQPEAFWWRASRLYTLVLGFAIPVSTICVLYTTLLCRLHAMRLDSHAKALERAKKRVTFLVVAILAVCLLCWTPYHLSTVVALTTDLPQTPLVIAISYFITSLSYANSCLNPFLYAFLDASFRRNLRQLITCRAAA
CHO-K1 Ca antag: counter-screen for M1 antagonists: effect in parental CHO-K1 cells | ATP-induced calcium, Fluo-8 fluorescence | inhibition, % at 3 µM | 360,000 compounds, 0.6% hits | AID 602250;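 active means inhibition above a per-plate cutoff, the plate's mean sample inhibition plus 3 SD, cut at about 24% in these data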;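 further: 0% = DMSO plus EC80 ATP and 100% = DMSO alone without ATP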
TAAR1 antagonist: human TAAR1 antagonists, primary screen, Fluo-8 calcium fluorescence, CHO RD-HGA16 cells; Trace amine-associated receptor 1 (Homo sapiens), Q96RJ0; antagonist; inhibition, % at 3 µM; 360,000 compounds, 1.5% hits; AID 624466, 2012;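 active means inhibition above a per-plate cutoff, the mean inhibition of test compounds on that plate plus 3 SD, cut at about 49% in these data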;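 further: 0% = DMSO plus EC80 beta-PEA response and 100% = DMSO alone without agonist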
Target sequence (Q96RJ0 whole entry, looked up): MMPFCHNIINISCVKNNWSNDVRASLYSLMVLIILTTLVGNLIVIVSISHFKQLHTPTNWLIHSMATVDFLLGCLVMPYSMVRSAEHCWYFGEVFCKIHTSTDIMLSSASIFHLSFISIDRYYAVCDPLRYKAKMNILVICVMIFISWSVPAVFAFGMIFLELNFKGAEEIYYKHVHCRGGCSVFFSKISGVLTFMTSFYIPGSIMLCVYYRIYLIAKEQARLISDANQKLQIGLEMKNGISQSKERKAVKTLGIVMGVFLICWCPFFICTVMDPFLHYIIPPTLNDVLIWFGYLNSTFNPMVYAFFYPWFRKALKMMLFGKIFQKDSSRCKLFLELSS
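Material: RD-HGA16 CHO cells with stable hTAAR1 and Gα16; Dosing: single nominal final test compound concentration of 3 µM; Schedule: seeding 17-24 h prior, 75-min 37 °C, 30-min RT dye loading; Detection: kinetic Fluo-8 calcium fluorescence measurement; Measure: % inhibition from peak post-agonist over basal fluorescence ratio; Benchmarks: vehicle and agonist controls.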
CHO-K1 Ca PAM: nonselective calcium activators in parental CHO-K1 cells, primary screen, counter-screen for M1 PAM project, cell-based, Fluo-8 calcium fluorescence, full deck, 1536-well. ATP EC20; 0% at ATP EC20, 100% at ATP max. AID 602247, 2012. 360,000 compounds, 0.02% hits. activation, % at 3 µM;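 active means activation above the run cutoff, the mean activation of all test compounds plus 3 SD, cut at about 40% in these data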;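 further: peak over basal fluorescence ratio in a 140 s read after ATP addition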
OXTR ag: human OXTR agonists, primary screen, fluorescence, CHO-OTR cells, Fluo-8 calcium; Oxytocin receptor (Homo sapiens), P30559; Fluo-8 calcium fluorescence; normalized: DMSO 0%, oxytocin 100%; activation, % at 3 µM; 320,000 compounds, 0.32% hits; AID 2435, 2010;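 active means activation above the mean of all tested compounds plus 3 SD, cutoff set per screening run, cut at about 20% in these data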;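 further: peak over basal fluorescence ratio from a 100 s FLIPR kinetic read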
Target sequence (P30559 whole entry, looked up): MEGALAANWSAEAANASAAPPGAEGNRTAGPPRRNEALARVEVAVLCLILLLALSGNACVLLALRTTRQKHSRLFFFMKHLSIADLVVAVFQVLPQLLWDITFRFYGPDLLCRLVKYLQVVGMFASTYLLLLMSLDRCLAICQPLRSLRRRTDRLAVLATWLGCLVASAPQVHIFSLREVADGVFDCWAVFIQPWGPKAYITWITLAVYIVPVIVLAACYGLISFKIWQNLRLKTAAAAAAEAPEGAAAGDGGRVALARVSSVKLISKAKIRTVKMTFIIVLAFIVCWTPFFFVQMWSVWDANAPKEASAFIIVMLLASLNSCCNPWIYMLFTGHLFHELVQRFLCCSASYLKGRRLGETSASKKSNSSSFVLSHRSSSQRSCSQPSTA
CHO parental Ca: ATP-evoked calcium signal inhibitors, parental CHO, primary screen, counter-screen for OX1R antagonist project, cell-based, fluorescence, Fluo-8 calcium dye. parental CHO-K1, ATP-induced calcium, Fluo-8 fluorescence. inhibition, % at 5.6 µM. 330,000 compounds, 0.63% hits;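 active means inhibition above that plate's mean sample inhibition plus 3 SD, cut at about 26% in these data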;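 further: 0% = ATP-challenged DMSO wells and 100% = DMSO wells without ATP; some compounds past the cut are filed as inactive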
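Measured by: calcium-sensitive Fluo-8 fluorescence / Test system: CHO parental line / Controls: ATP-challenged DMSO wells low, unchallenged DMSO wells high / Measure: % inhibition / Compound: single nominal dose of 5.6 µM per compound / Replicates: single well per compound, no replicates / Reagent: ATP as calcium-mobilizing challenge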
V1R ag counter: agonists of human V1a receptor, primary screen, counter-screen for OXTR agonist project, fluorescence, CHO-V1R cells. Vasopressin V1a receptor (Homo sapiens), P37288. Fluo-8 calcium fluorescence, agonist mode; 0% DMSO, 100% 3 nM vasopressin. activation, % at 3 µM. 320,000 compounds, 0.25% hits;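 active means activation above the mean activation of all tested compounds plus 3 SD, per screening run, cut at about 20% in these data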;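 further: signal is peak over basal fluorescence ratio across a 100 second FLIPR read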
CHO-K1 Ca ag: counter-screen for M1 agonists: effect in parental CHO-K1 cells. activation, % at 3 µM. AID 602248, 2012. Fluo-8 calcium fluorescence; scaled to maximal ATP response, vehicle zero. 360,000 compounds, 0.48% hits; in the data active means activation above about 15%;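 further: untransfected CHO-K1 host cells lacking M1 receptor as counterscreen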
OXTR potentiate: human OXTR potentiators, primary screen, fluorescence, CHO-OTR cells, Fluo-8 calcium; Oxytocin receptor (Homo sapiens), P30559; Fluo-8 calcium fluorescence, potentiator mode; 0% = oxytocin EC15, 100% = EC100; activation, % at 3 µM; 320,000 compounds, 0.061% hits; AID 2445, 2010;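 active means activation above that plate's cutoff, the mean activation of tested compounds plus 3 SD, cut at about 6.6% in these data, passing the limit was not always enough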;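 further: 100% uses oxytocin at 75 nM as the full agonist control; some results filed as inactive read as strong as hits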
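System: human OTR in CHO cells / Also added: sub-maximal oxytocin, roughly EC15 / Control set: EC15 oxytocin low, 75 nM oxytocin high / Schedule: 6 min compound pre-incubation at room temperature, 100 s kinetic read / Compound: single-point 3.0 µM / Replication: singlicate / Technique: Fluo-8 calcium dye fluorescence / Read-out basis: % activation of max/min ratio relative to oxytocin controls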
* hit, by the source's call; . = not tested or not shown.

SMILES	GPR7 antag	CHO-K1 Ca antag	TAAR1 antagonist	CHO-K1 Ca PAM	OXTR ag	CHO parental Ca	V1R ag counter	CHO-K1 Ca ag	OXTR potentiate
O=C(NC1CCCN(CCc2ccccc2)C1)C1CCCC1 (stereo unspecified)	-4	11	-2	-27	0.9	-10	0.0	-0.3	3
Cc1onc(-c2ccccc2)c1C(=O)NCc1ccco1	-10	14	5	-6	-0.5	-21	1.0	-0.1	-7
N#Cc1cc2c(nc1SCc1ccccc1)CCCCC2	-3	-6	19	3	-1.0	-2	0.9	0.7	-9
Cc1cc(CNC(=O)COc2ccc(F)cc2F)c2ccccc2n1	-16	-16	-12	-5	5.2	-10	7.3	9.3	-14
CCc1nc2ccc(C(=O)N(C)Cc3ccccc3)cn2c1N(CC)Cc1cccc(Br)c1	.	-18	33	19	.	.	.	0.1	.
CCSc1nnc(NC(=O)COc2ccccc2)s1	-5	-6	-12	14	-1.1	-7	-0.3	0.2	2
COc1ccc(C2CC(c3ccccc3)=NN2C(=O)COC(=O)CNC(=O)c2ccccc2)cc1 (stereo unspecified)	-7	-12	67*	13	8.8	-26	5.3	1.3	-12
COc1ccc(CNC(=O)CN(c2cccc(OC)c2)S(C)(=O)=O)cc1	-8	-16	-17	3	2.0	-15	1.9	0.4	-3
Cc1ccc(S(=O)(=O)NN2C(=O)/C(=C/c3ccccn3)SC2=S)cc1	-11	2	-6	14	-0.3	5	0.5	0.1	0
O=C(COC(=O)COc1ccccc1F)NC1CC1	.	-5	6	18	1.7	-4	0.9	1.4	-7
c1ccc2cc(CN3CCOCC3)ccc2c1	-2	-14	5	6	0.1	-9	1.4	0.2	-3
CN(C)CCCNc1nc2cc(-c3ccsc3)sc2c(=O)n1C	.	-4	-3	15	.	.	.	3.4	.
O=C1Nc2ccc(F)cc2C12OCCO2	2	8	5	-25	-0.3	2	0.5	0.2	-14
COC1OC(CO)C(N=C(C)C)C1O (stereo unspecified)	.	3	-15	5	.	.	.	0.1	.
NNC(=O)CS(=O)(=O)CS(=O)(=O)CC(=O)NN	-14	72*	8	-20	0.0	-14	-0.8	-0.6	-10
O=C(Cn1nnc(-c2cc(C(F)(F)F)cc(C(F)(F)F)c2)n1)NNC(=S)Nc1ccc(Cl)cc1	-4	-3	-15	13	-0.3	-12	-1.2	-0.2	-11
CC(C)C(O)(CC#CCN1CCCC1)c1ccccc1 (stereo unspecified)	-14	-8	-4	17	0.8	-1	0.4	1.6	-9
COc1ccc(N(CC(=O)NCc2ccc(Cl)cc2)S(=O)(=O)c2c(C)n[nH]c2C)cc1	-9	3	-7	-6	0.5	-23	0.4	5.5	-11
CN(CC(=O)Nc1cccc2ccccc12)C(=O)/C=C/c1cccs1	-6	1	-13	-3	-1.3	-18	0.4	-0.3	-4
O=C1CCC(Cc2ccccc2)N1 (stereo unspecified)	-2	-12	3	-5	1.3	-1	1.1	-0.1	-7
CCN(CC)c1ccc(NC(=O)C2CCCC2)cc1	11	-6	3	1	-0.4	-10	0.4	-0.2	2
COc1cc(C2NC(=O)NC(C)=C2C(C)=O)ccc1O (stereo unspecified)	18	-1	-16	-12	1.1	9	-0.3	0.3	-1
COc1ccccc1NC(=S)N(Cc1ccc(C)cc1)Cc1ccccn1	-10	-2	-23	5	-1.7	-12	0.5	9.6	0
O=C(Nc1ccc(-n2cc(Br)cn2)cc1)c1ccncc1	17	-7	11	16	1.6	14	2.7	1.0	-7
O=C(Nc1ccc(Oc2ccccc2)nc1)C1CCN(Cc2cccc(F)c2)CC1	16	8	-10	-2	10	6	8.9	24*	-9
COc1ccc(-n2nc3c(N4CCC(C(=O)NCc5ccco5)CC4)nnc(C)c3c2C)cc1	-14	-16	.	24	-0.8	-10	-0.5	-0.5	-6
CC(=O)Nc1cccc(NC(=O)c2ccc3c(c2)CCN3S(C)(=O)=O)c1	-20	1	50*	-6	2.0	-2	3.6	2.6	-12
COc1cc2c(C(=O)NCCCN3CCN(c4cccc(Cl)c4)CC3)cn(C)c(=O)c2cc1OC	2	-7	5	18	-1.3	-23	-0.6	0.1	-4
CC(C)CN(C(=O)CSc1nnc2ccccn12)c1c(N)n(CC(C)C)c(=O)[nH]c1=O	1	19	-19	-5	0.1	-16	-0.3	-0.4	-22
COc1cccc(OC)c1OCCCOc1cccc2cccnc12	-13	-6	35	-12	2.1	-19	0.4	5.9	-6
COc1ccc(C=Nc2cccc3ncccc23)cc1	1	-6	4	14	0.4	-11	-0.1	0.1	-4
COc1cccc(N2CCN(C(=O)c3cccc(NC(=O)C4=C(C)OCCS4)c3)CC2)c1	.	-1	40	5	.	.	.	7.7	.
Clc1ccc2nc(CSc3nnc4ccccn34)cn2c1	-13	-5	-3	12	-0.4	-12	0.1	0.3	-7
O=S1(=O)CC(N2CC=CC2)CN1Cc1ccccc1 (stereo unspecified)	.	14	-4	8	.	.	.	0.0	.
CCn1c(=O)c(-c2cc(=O)[nH][nH]2)c(O)c2ccccc21	10	-14	-8	18	0.5	-1	1.7	0.2	11
C=CCn1c(CC#N)nnc1N1CCOCC1	10	8	18	-12	0.3	-1	1.2	0.0	-5
C/C(=N/NC(=O)c1ccncc1)c1cc2ccc(O)cc2oc1=O	-3	16	19	-14	18	23	30*	4.2	-11
COc1ccc(Cc2nc3ccc(C(=O)NCc4cc(C)no4)cc3o2)cc1	-3	3	3	-11	2.5	-20	5.1	1.3	-4
CCCCn1c(N)c(N(CCC(C)C)C(=O)CC2CCCC2)c(=O)[nH]c1=O	.	1	3	-16	0.5	-14	-0.4	-0.4	1
O=C(CN1CCCc2ccccc21)Nc1cccc(S(=O)(=O)N2CCOCC2)c1	.	10	-32	-25	.	.	.	0.6	.
Cc1cc(OCc2cc(C(=O)N(C)CCCN3CCOCC3)no2)cc(C)c1Cl	5	-8	9	13	6.8	-5	17	10.0	-10
Cc1onc(-c2ccccc2Cl)c1C(=O)OCC(=O)c1ccc[nH]1	.	11	11	14	-2.6	-8	-1.0	2.2	0
CN(C)CCCN(Cc1ccccc1)C(=S)Nc1ccc(F)c(Cl)c1	0	-6	-4	-10	4.7	-1	3.7	2.4	-6
CC(OC(=O)CN1C(=O)COc2ccccc21)C(=O)NCc1ccc(F)cc1 (stereo unspecified)	4	-13	-12	-3	1.6	-15	3.8	1.7	-5
Cc1ccc(S(=O)(=O)N(C)CC(=O)OCC(=O)N2CC(=O)Nc3ccccc32)cc1	13	-11	4	8	-1.1	-1	0.4	-0.1	-1
Cc1nn(CC#N)c(=O)n1-c1ccc(F)cc1	7	-8	-6	25	0.5	7	0.5	0.6	-3
O=C(NCc1ccccc1Cl)c1cnc2n(c1=O)CCS2	-17	-3	1	-3	0.6	-15	-0.1	0.1	-4
CN(C)CCn1c(=O)n(Cc2ccco2)c(=O)c2c3c(sc21)CCCCC3	-6	-20	-11	33	0.2	-18	1.1	1.1	-4
CCN(CC(=O)Nc1c(F)cccc1F)C(=O)c1ccc(S(=O)(=O)N2CCCCC2)cc1	.	-8	-27	16	-0.4	2	0.3	2.3	1
Cc1ccc(NS(=O)(=O)c2ccc3c(c2)NC(=O)CO3)cc1Cl	-15	-11	-9	16	3.4	-28	4.5	2.9	-3
CC(C)Nc1ncnc2c1ncn2[C@H]1CN(Cc2ccncc2)C[C@@H](CO)O1	.	4	-18	-6	.	.	.	0.2	.
CC(=O)Nc1ccc2nc(SCC(=O)O)sc2c1	-5	-10	8	19	0.7	-9	0.3	0.4	-7
CC(=NNC(=S)N1CC2CCC(CC2)C1)c1ccncn1	.	-1	-20	-4	.	.	.	-0.3	.
CCOC(=O)C1=CC[C@@H](c2ccccc2)N(S(=O)(=O)c2ccc(C)cc2)[C@H]1C=C(C)C	.	10	1	8	.	.	.	1.8	.
Cc1ccc(N=C2NC(=O)/C(=C/c3cccn3C)S2)cc1C	-5	-11	0	4	-1.6	-33	-0.5	-0.3	-13
O=C(Nc1nccs1)C1CCCN1/C=C/C(=O)C(F)(F)F (stereo unspecified)	-5	-2	-8	9	-0.9	1	-0.1	0.2	-9
C[C@H](O)[C@@H]1CN2CCc3c([nH]c4ccccc34)[C@@H]2C[C@@H]1N(C)C(=O)NC1CCCCC1	.	-10	1	16	.	.	.	0.4	.
O=C(CN1C(=O)NC2(CCc3ccccc32)C1=O)Nc1ccc(Cl)cc1F (stereo unspecified)	.	-9	0	6	.	.	.	0.9	.
O=C(Cn1cc(C(F)(F)F)ccc1=O)Nc1cccc(S(=O)(=O)N2CCOCC2)c1	-4	-5	19	20	-0.8	-13	0.1	0.3	-6
CC(=O)NC1(c2ccccc2)CCN(c2cc(C)nc(-c3ccccc3)n2)CC1	1	14	-11	16	3.6	-17	3.7	0.5	-5

A few values from the entries so far:
O=C(CN1C(=O)NC2(CCc3ccccc32)C1=O)Nc1ccc(Cl)cc1F (stereo unspecified) @ CHO-K1 Ca antag = -9
CC(C)Nc1ncnc2c1ncn2[C@H]1CN(Cc2ccncc2)C[C@@H](CO)O1 @ CHO-K1 Ca ag = 0.2

(next part)
SMILES	GPR7 antag	CHO-K1 Ca antag	TAAR1 antagonist	CHO-K1 Ca PAM	OXTR ag	CHO parental Ca	V1R ag counter	CHO-K1 Ca ag	OXTR potentiate
CCOC(=O)N1CCN(C(=O)Cc2ccccc2OC)CC1	-20	-8	-3	11	-0.8	-6	-0.5	0.2	-8
O=C1C2CC=CCC2C(=O)N1CNc1ccccc1 (stereo unspecified)	-5	-18	-1	16	0.7	-8	0.3	0.7	-15
CCN(CC)S(=O)(=O)c1cc(C(=O)OCC(=O)Nc2cccc(C)c2C)ccc1F	-4	10	3	0	1.3	7	2.9	2.0	-8
CN(NC(=O)c1ccc(Cl)cc1)c1ncc(C(F)(F)F)cc1Cl	-2	21	-4	-23	-2.8	-17	-1.4	1.1	-1
Oc1cccc2c(NC(=S)Nc3ccc(SC(F)F)cc3)cccc12	-2	0	18	16	2.2	1	2.0	1.2	-10
O=C(CN1CCCCCC1)Nc1ccc(S(=O)(=O)N2CCCCC2)cc1	6	-9	4	2	2.6	-12	0.9	0.8	0
CC(C)Oc1ccc(C(=O)N2CCC(CCC(=O)NC3CC3)CC2)cc1	.	-19	12	20	.	.	.	0.8	.

Source: PubChem BioAssay (The Scripps Research Institute Molecular Screening Center)

This is a random part of the collection (roughly 3.5% active in at least one column).
